HT1080 IDH1KD tx = HT-1080 IDH1 knockdown cell toxicity (counter line) | HT-1080 IDH1 knockdown viability, ATP luminescence, 48 h | Potency, µM (series often up to 46.1 µM), for the others: at the highest dose activity, negative = toxicity, usual class: cytotoxic | 2% of 360,000 active;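 note: potency is the fitted concentration of half-maximal effect; 0% = DMSO wells and -100% = cell-free medium wells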
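Using the IDH1-knockdown HT-1080 line run in the same batch and compound series as the NT line, viability after 48 h at 37 °C was determined by CellTiter-Glo luminescence and expressed as % activity.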
ATXN2 expr inh = reduces ATXN2 reporter expression in HEK-293 cells | HEK-293 ATXN2-luciferase reporter, luminescence, 24 h | Potency, µM (highest dose often 57 µM), for inactives: at the highest dose activity change, negative = inhibition, actives largely listed as inhibitors | 0.72% of 360,000 active; note: potency is the fitted concentration of half-maximal effect; % is set by controls: 0 for no effect and ±100 for the full control effect; nearly all actives have a fitted effect of over 55% in size
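qHTS (up to 57 uM final) was run with 24 h compound exposure of reporter cells at 37 °C. Each well was multiplexed: SteadyGlo luminescence measured ATXN2-luciferase expression after a fluorogenic Gly-Phe-AFC viability readout (25 uM final).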
S2 tox = viability counter-screen for ATXN expression inhibitors | S2 cells (HEK-293 line with an ATXN2-luciferase reporter) viability, CellTiter-Fluor protease fluorescence, 24 h | Potency, µM (titrated, usually from 56.7 µM), most hits filed as cytotoxic | 0.49% of 400,000 active; note: potency is the fitted concentration of half-maximal effect; nearly all actives have a fitted effect of over 40% in size
SW480 rereplic = induces DNA re-replication in SW480 colon adenocarcinoma cells. AID 624297. Potency, µM (top dose mostly 46.1 µM), inactives show at the top dose re-replication activation, most hits filed as activators. SW480 DNA re-replication, Hoechst DNA content imaging, 48 h. 1.8% of 340,000 active; note: potency is the fitted concentration of half-maximal effect; % of control where 0% means no effect; nearly all actives have a fitted effect of over 55% in size
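First, 250 cells per well were seeded. Next, compound or vehicle (23 nL) was pinned in, plates sat 48 hr at 37 C. Finally Hoechst was added for 40 min before fluorescence scanning.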
MCF10A rerep = induces DNA re-replication in MCF 10a normal breast cells. MCF 10A DNA re-replication, Hoechst nuclear intensity, 48 h. Potency, µM (doses to about 46.1 µM), for inactives: at the top dose activity, positive = re-replication, usual class: activators. 2.9% of 350,000 active; note: potency is the fitted concentration of half-maximal effect; % of control where 0% means no effect; nearly all actives have a fitted effect of over 50% in size
IL-1B inflam inh = inhibitors of inflammasome signaling (IL-1 beta secretion); THP-1 LPS/ATP IL-1B secretion, AlphaLISA, 16 h; hits give low values; activity change, % at 57.5 µM; 4.7% of 360,000 active; AID 743279; in the data active = activity change below about -50%; inconclusive = mostly about -30% to -49%; note: % is set by controls: 0 for no effect and ±100 for the full control effect
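THP-1 cells pretreated 1 hr with compounds (up to 57.5 uM final), then stimulated with LPS (250 ng/mL final) plus ATP (1.25 mM final); secreted IL-1B measured by AlphaLISA after 16 hr, decreased signal indicating inhibition.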
HepG2 viability = counter-screen for TGF-b inhibitors: cytotoxicity in HepG2 cells; HepG2 CAGA-GFP viability, ATP luminescence, 18 h; Potency, µM (doses to about 46.1 µM), without a hit: at the top dose activity change, negative = cytotoxicity, actives largely listed as cytotoxic; 0.76% of 410,000 active; note: potency is the fitted concentration of half-maximal effect; some results filed as inactive show a strong effect at the top dose
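HepG2 CAGA-GFP cells (1000/well, DMEM with 1% FBS) received compound, then TGF-beta at 500 pg/mL final, and were incubated 18 hours at 37 degrees C. Viability was read by CellTiter-Glo luminescence. Media-only wells were set as complete cell-killing and DMSO as no toxicity.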
HT1080-NT tox = kills 2HG-producing HT-1080-NT fibrosarcoma cells | Potency, µM (titrated, usually from 46.1 µM), for the others: top-dose activity, negative = less viability, usual class: cytotoxic | HT-1080-NT fibrosarcoma viability, CellTiter-Glo ATP luminescence, 48 h | 1.6% of 360,000 active;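 note: NT is the 2HG producing partner of a matched IDH1 knockdown line; potency is the fitted concentration of half-maximal effect; 0% = DMSO-treated cells and -100% = media-only wells without cells; nearly all actives have a fitted effect of over 55% in size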
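Compounds were tested in concentration-response format on HT-1080-NT cells for 48 hours at 37 degrees C. Cell viability came from CellTiter-Glo luminescence; curves were classified by r2, response magnitude and activity.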
KB-3-1 cytotox = kills parental KB-3-1 adenocarcinoma cells; KB-3-1 viability, CellTiter-Glo ATP luminescence, 72 h; Potency, µM (doses to about 46.1 µM), for inactives: at the top dose activity change, negative = cytotoxic, actives largely listed as cytotoxic; 1.4% of 400,000 active; AID 1347075; note: potency is the fitted concentration of half-maximal effect; % is set by controls: 0 for no effect and ±100 for the full control effect; nearly all actives have a fitted effect of over 60% in size
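Here the drug-naive KB-3-1 line serves as comparator for MDR sub-line selectivity; cells received compound titrations, 72 h at 37 °C, then CellTiter-Glo readout.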
Active calls of the source: *; i = inactive; ? = inconclusive; . = no result given; & = joins results of further samples; [ ] = another dose, or the depositor's remark. Unless noted, calls come from the whole dose curve; as a rule, active = well fitted curve in the direction sought with a large enough effect; inconclusive = small, poorly fitted or top-dose-only effect, or another doubt; inactive = no such curve, though single readings can be large; an effect the other way counts as inactive or inconclusive. Not a hit list, and some 8.9% of all compounds hit somewhere here.

SMILES	HT1080 IDH1KD tx	ATXN2 expr inh	S2 tox	SW480 rereplic	MCF10A rerep	IL-1B inflam inh	HepG2 viability	HT1080-NT tox	KB-3-1 cytotox
Cc1cc(Br)ccc1NC(=O)CN(C)C(=O)CCSc1ccc(F)cc1	-13%	-19%	i	8%	5%	-29	-5%	-3%	-5%
CCOc1ccccc1NC(=O)Cn1cnc2c(cnn2-c2ccc(C)c(C)c2)c1=O	4%	0%	i	-3%[9.22 µM]	12%	-4	6%	6%	-5%
CCOc1ccccc1NC(=O)CSc1nnc(-c2cnccn2)n1C	0%	.	.	-14%	-2%	-6	-28%	-4%	22%
COc1ccc(-c2nn(-c3ccccc3)cc2/C=C/C(=O)OCC(=O)Nc2ccccc2C#N)cc1	-20%	-27%	i	1%	15µM*	4	-30%	-12%	?
Cc1ccc(-c2nc(C#N)c(NCCCn3ccnc3)o2)cc1	?	38%	i	7%	9%	?	-5%	-16%	0%
COc1cc(CNc2ccc3[nH]c(=O)[nH]c3c2)ccc1OCc1ccc(F)cc1Cl	-13%	-2%&14%	i	3%	1%	?	-1%&-3%	?	0%&2%
CCN1CCN(C(=O)c2ccc(C)c(S(=O)(=O)Nc3cccc(C)c3)c2)CC1	-4%	-6%	i	2%	-14%	7	6%	4%	-1%
O=C(CSc1nc2ccccc2s1)N1CCOCC1	11%	32%	i	-6%	0%	-8	-25%	5%	0%
CCOC(=O)C1CCCN(Cc2cccc(Cl)c2)C1 (stereo not given)	1%	-6%	i	-2%	-2%	11	4%	15%	14%
Cc1ccc(CNC(=O)C2CCN(S(=O)(=O)N3CCC4(CC3)OCCO4)CC2)cc1	-12%	3%	i	16%&-1%	23%&-51%	-3	6%	-23%	-3%
C/C(CC(=O)N1CCN(C=O)CC1)=N\NC(=O)c1ccc(Br)cc1	2%	-9%	i	1%	7%	-27	-3%	-1%	-5%
CCOC(=O)c1nnc(-c2ccccc2)nc1NCc1ccccc1	3%	-5%	i	-1%	?	-3	-12%	-1%	3%

Laid out differently: results already given.
| Structure | HT1080 IDH1KD tx | ATXN2 expr inh | S2 tox | SW480 rereplic | MCF10A rerep | IL-1B inflam inh | HepG2 viability | HT1080-NT tox | KB-3-1 cytotox |
| --- | --- | --- | --- | --- | --- | --- | --- | --- | --- |
| Cc1ccc(CNC(=O)C2CCN(S(=O)(=O)N3CCC4(CC3)OCCO4)CC2)cc1 | -12% | 3% | i | 16%&-1% | 23%&-51% | -3 | 6% | -23% | -3% |
| C/C(CC(=O)N1CCN(C=O)CC1)=N\NC(=O)c1ccc(Br)cc1 | 2% | -9% | i | 1% | 7% | -27 | -3% | -1% | -5% |
| O=C(CSc1nc2ccccc2s1)N1CCOCC1 | 11% | 32% | i | -6% | 0% | -8 | -25% | 5% | 0% |

Continuation:
SMILES	HT1080 IDH1KD tx	ATXN2 expr inh	S2 tox	SW480 rereplic	MCF10A rerep	IL-1B inflam inh	HepG2 viability	HT1080-NT tox	KB-3-1 cytotox
O=c1[nH][nH]c(-c2ccccc2O)c1C(C[N+](=O)[O-])c1cccc(Cl)c1 (stereo not given)	17%	8%	i	-19%	?	3	-4%	22%	5%
Cc1ccc(/C=C/C(=O)O)cc1S(=O)(=O)NCC1CCCO1 (stereo not given)	3%	-23%	i	0%	3%	8	5%	7%	1%
CN(C)S(=O)(=O)c1cccc(C(=O)NC2CCCc3ccccc32)c1 (stereo not given)	10%	6%	i	-1%	7%	-6	-12%	4%	4%
Cc1cccc(N2C(=O)CSC23C(=O)N(C)c2ccccc23)c1 (stereo not given)	.	2%	i	.	.	.	-5%	.	5%
O=C1C2C3C=CC(C3=C3CCCCC3)C2C(=O)N1Cc1ccccc1 (stereo not given)	?	-19%	i	-3%	16%	43	-36%	1%	0%
CN(C)CC(C)(C)CNC(=S)Nc1cc(S(=O)(=O)N2CCOCC2)ccc1Cl	0%	-14%	i	5%	17%	-18	-15%	-3%	2%
Cc1ccc(Sc2c(C)nn(C(=O)COc3ccc(F)cc3)c2C)cc1	.	-6%	i	.	.	.	-35%	.	9%
O=c1ccn(Cc2ccccc2)c(=O)n1Cc1ccccc1	0%	-20%	i	-9%	21µM*	-29	-15%	-3%	-2%
COc1ccc(Nc2nc(NCc3ccco3)nc(N3CCOCC3)n2)cc1	-11%	-18%	i	105%	7%	-57*	-12%	-13%	1%
O=C(NCc1ccccc1Cl)C1CCCN1S(=O)(=O)c1ccc(F)cc1 (stereo not given)	2%	-9%	i	-10%	12%	0	2%	2%	-6%
Nc1cc(=O)[nH]c(SCC(=O)NCCC2=CCCCC2)n1	-4%	-8%	i	2%	?	8	-2%	0%	.
C=CCCCOc1ccc(C(=O)O)cc1	9%	1%	i	-4%	-6%	-7	1%	6%	1%
Cc1ccc(NC(=O)[C@H](C)NC(=O)C2CCN(C(=O)[C@@H](N)CC(C)C)CC2)cc1	0%	.	i	0%	3%	1	4%	-9%	-1%
C/C=C1\NC(=O)[C@H](CC(N)=O)N(C)C(=O)C([C@@H](C)O)NC(=O)C(CCCc2ccc(OC)cc2)NC(=O)[C@H](C(C)C)NC(=O)/C(=C\C)NC(=O)[C@H](O)[C@@H](C[C@@H](O)CCCCCCC)NC(=O)[C@H](C)NC(=O)CN(C)C(=O)[C@H](CCC(N)=O)NC1=O (stereo not given in full)	?	-1%	?	?	18µM*	50	-29%	-29%	16µM*
Cc1nc(N2CCN(C)CC2)c2c3c(sc2n1)CCCC3	-8%	-12%	i	-14%	-3%	?	1%	-16%	-6%
CCOC(=O)c1ccc(NC(=O)c2cc3c(=O)n(C)c4ccccc4c3n2C)cc1	.	-8%	i	.	.	.	2%	.	10%
Cn1c(CCC(N)=O)nnc1SCC(=O)Nc1cc(S(=O)(=O)N2CCCC2)ccc1Cl	2%	6%	i	-5%	0%	2	-1%	-4%	11%
CCc1nnc(NC(=O)CSc2nc(-c3ccccc3)cc(-c3ccc(F)cc3)c2C#N)s1	1%	?	i	10µM*	4.1µM*	-10	-33%	-15%	?
COc1ccc(Br)cc1/C=N/n1c(C)nnc1C	-8%	4%	i	-3%	2%	7	2%	-1%	-9%
O=C1NCC(Nc2ccccc2)C(=O)N1 (stereo not given)	10%	0%	i	-8%	-1%	12	4%	1%	14%
O=C(N/C(=C/c1cccs1)C(=O)N1CCOCC1)c1ccco1	15%	-2%	i	-1%	1%	17	20%	8%	6%
CC(=O)Cn1c(=O)oc2ccccc21	9%	27%	.	63%	0%	.	1%	4%	-1%
CC1CN(S(=O)(=O)c2cccc(C(F)(F)F)c2)CN1C(=O)N1CCOCC1 (stereo not given)	14%	1%	i	0%	7%	1	-3%	16%	12%
O=C(c1cccc(F)c1)N1CCCC(C(=O)N2CCCC2)C1 (stereo not given)	7%	-22%	i	-4%	0%	27	5%	5%	-2%
COc1ccccc1Cn1cc(C(=O)c2ccc(F)cc2)c(=O)c2cc3c(cc21)OCO3	.	-2%	i	.	.	.	0%	.	-2%
Cc1ccc(S(=O)(=O)NC(C)CCc2ccccc2)cc1C(N)=O (stereo not given)	-3%	.	i	-2%	-6%	38	-14%	-1%	?
COc1ccc(CNC(=O)COC(=O)c2cccnc2Nc2cccc(C(F)(F)F)c2)cc1	4%	-21%	?	-6%[9.22 µM]	?	0	2%	10%	-12%
CCOC(=O)N1CCN(c2cc(=O)n(-c3cccc(C)c3)c(=O)[nH]2)CC1	-3%	2%	i	0%	-1%	-10	-9%	-4%	-3%
O=C1ON=C(c2cccc([N+](=O)[O-])c2)/C1=C/c1ccc(O)cc1	?	?	?	?	?	-100*	-24%	?	?
Cc1ccc(Cl)cc1NC(=O)C1CCN(C(=O)c2cnn(-c3ccccc3)c2-n2cccc2)CC1	.	-19%	i	.	.	.	-35%	.	?
COc1ccccc1-c1coc2cc(OC(=O)/C=C/c3ccccc3)ccc2c1=O	-4%	-12%	i	-6%	10%	-8	0%	-1%	2%
CC(C)CCNC1=NCCCCC1	-1%	4%	i	-6%	-6%	14	11µM*	18%	-2%
CCOc1ccc(Br)cc1S(=O)(=O)Nc1cccc(-c2ccc(OC)nn2)c1	.	0%	?	.	.	.	-21%	.	?
CCc1ccccc1-n1cnc2cc(C(=O)O)ccc21	11%	-5%	i	-11%	-8%	15	6%	13%	2%
O=C(COC(=O)c1ccc(NS(=O)(=O)c2ccc(Br)s2)cc1)NC1CCCC1	-1%	1%	i	-3%[1.84 µM]	-8%	7	-11%	-6%	3%
COc1ccc(Cn2c(C)cc3c(c2=O)C(c2cccs2)C(C#N)=C(N)O3)cc1OC (stereo not given)	-17%	?	i	-10%	17%	6	-22%	-1%	1%
Cc1ccc(NC(/C=C/N(C)C)=C/C(=O)C(F)(F)F)c(C)c1	-17%	-28%	i	-1%	11%	7	-3%	-25%	4%
Fc1ccc(CN2CCCN(C(=S)Nc3ccc(F)cc3)CC2)cc1	0%	-8%	i	-17%	?	-7	-141%	0%	-3%
Cc1ccc(NC(=O)CSc2nnc(-c3ccco3)o2)c(C)c1	4%	10%	i	-8%	-10%	1	-14%	-17%	0%
CC(=O)c1cccc(NC(=O)CC2CCCC2)c1	0%	21%	i	-11%	3%	10	11%	4%	?
Cc1ccc(S(=O)(=O)N2CCN(C(=O)C(F)(F)F)C2c2ccc(N(C)C)cc2)cc1 (stereo not given)	20%	-12%	?	-2%	-3%	23	21%	10%	7%
O/C(=C\c1ccc2ccccc2n1)c1ccc(O)cc1O	?	38%[activator]	i	-2%	0%	-1	-33%	?	-4%
O=C(Nc1nc(-c2ccc(S(=O)(=O)N3CCCCCC3)cc2)cs1)c1ccccc1	-16%	-19%	i	-3%	10%	-9	-27%	-11%	-1%
CCOc1ccc(NC(=O)c2ccc(Br)o2)c([N+](=O)[O-])c1	9%	17%	i	-7%	5%	-7	1%	18%	-12%
COc1ccc(-c2nc(CS(=O)CC(=O)NCc3ccc(C)cc3)c(C)o2)cc1OC (stereo not given)	-1%	-11%	i	-14%	2%	0	-5%	-1%	-2%
COc1ccc(CCNC(=O)CSCc2ccc([N+](=O)[O-])cc2)cc1OC	-1%	-16%	i	-271%[inhibitor]	-5%	-14	-31%	1%	-7%
